# Assay outcomes from PubChem BioAssay.
# mcGAS inh = inhibitors of mouse cGAS. Q8C6L5. recombinant cGAS, Kinase-Glo ATP depletion luminescence. inhibition, % at 12.5 µM. 0.15% of 160,000 active. AID 1259399;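 note: 0% = negative control wells and 100% = reference inhibitor with no enzyme activity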
# hcGAS inh = inhibitors of human cGAS; Q8N884; recombinant h-cGAS, ATP depletion, Kinase-Glo luminescence; inhibition, % at 12.5 µM; 0.081% of 290,000 active;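 note: 0% = vehicle reaction and 100% = reaction without DNA for no activity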
# Target sequence (Q8N884 whole entry, looked up): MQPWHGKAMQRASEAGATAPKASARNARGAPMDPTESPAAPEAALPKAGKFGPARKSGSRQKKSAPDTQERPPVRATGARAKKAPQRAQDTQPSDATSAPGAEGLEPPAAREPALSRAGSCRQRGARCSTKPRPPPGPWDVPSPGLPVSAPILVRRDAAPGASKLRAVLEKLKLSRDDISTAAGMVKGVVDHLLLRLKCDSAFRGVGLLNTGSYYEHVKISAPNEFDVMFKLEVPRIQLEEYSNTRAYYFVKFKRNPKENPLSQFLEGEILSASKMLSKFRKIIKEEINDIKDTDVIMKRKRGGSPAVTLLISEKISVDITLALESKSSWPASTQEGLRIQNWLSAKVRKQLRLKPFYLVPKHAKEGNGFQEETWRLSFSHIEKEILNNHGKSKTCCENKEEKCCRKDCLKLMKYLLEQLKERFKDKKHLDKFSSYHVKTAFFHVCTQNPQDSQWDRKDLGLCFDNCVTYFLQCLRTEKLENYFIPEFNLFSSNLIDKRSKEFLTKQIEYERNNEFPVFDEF
# NPYLR7 ag = activates Aedes aegypti NPYLR7 receptor | HEK293T NPYLR7/Galpha15, GCaMP6s calcium fluorescence | activation, % at 10 µM | 0.15% of 270,000 active; in the data active = activation above about 40%;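 note: 0% = vehicle and 100% = reference agonist at the receptor; some compounds past the cut are filed as inactive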
# * = called active by the depositor; nt = not tested or not shown; & = joins results of further samples. Cut-off read from the data, not from the text of the source, unless noted: active = inhibition above about 40%; inactive = the rest.
SMILES,mcGAS inh,hcGAS inh,NPYLR7 ag
Cn1cc(CC2CCN(CC(C#N)CCC#N)C2)cn1 (stereo not given),nt,0,-6
CCCSc1ncc(CNC(CC)c2ncnn2C)cn1 (stereo not given),nt,-9,-1
O=C(CCCn1cnnn1)N1CCC2(CCOCC2)CC1,nt,-5,10
Cn1ccnc1C(NC(=O)COc1ccccc1F)c1cccc(F)c1 (stereo not given),-8,-4,8
CC(O)CN1C(=O)CSC1c1ccccc1F (stereo not given),-5,-3,2
Cc1ccc(C2=CSC3=NS(=O)(=O)CCN23)cc1C,nt,-2,5
Nc1[nH]c(=S)nc2sc3c(c12)CCCCC3,nt,0,-4
O=C(CCOc1ccccc1)N1CCC(n2cnc3ccccc32)CC1,-9,-7,-3
CCc1nc2ccc(C(=O)NCCCN3CCCC3=O)cn2c1N(CCC(C)C)CCN(C)C,-2,-8,-2
N#Cc1cccc(C(=O)NCc2ccc(-c3ccc(Cl)cc3)o2)c1,-3,1,-2
NC(=O)C1CCCN(Cc2ccc(C(=O)Nc3cnns3)cc2)C1 (stereo not given),nt,-3,9
CC(C)(C)C(=O)NC(=S)NCc1ccccc1,-7,-8,9
O=S1(=O)CCC(n2cc(CNC3CCc4cc(F)ccc43)cn2)C1 (stereo not given),nt,-8,-3
Cc1ccc(O)c(C(=O)NCc2cccnc2N(C)CCc2ccccn2)c1,-11,-6,16
O=C(c1ccc(Oc2ccccc2)cc1)C1CCCN(C(=O)CCn2cncn2)C1 (stereo not given),nt,-7,5
CNC(=O)[C@@H]1C[C@H](N)CN1Cc1ccc2nonc2c1,-9,-4,3
COCCN=c1scc(-c2cccs2)n1N=Cc1cc(Br)c(O)c(OC)c1,-1,-1,-7
CCOCCCNC(=O)c1cc(NC(=O)CCl)ccc1N1CCC(C)CC1,-4,-10,24
CNS(=O)(=O)c1ccc(CCC(=O)Nc2ccc(CN(C)C)c(F)c2)cc1,nt,-9,2
CCOC(=O)c1ccc(NC(=O)Nc2ccc(N(C)C)c(C(=O)NCc3ccccc3)c2)cc1,-4,0,2
C=CCNc1nnc(SC2CCN(CC(F)(F)F)C2=O)s1 (stereo not given),nt,-15,-7
CC1c2cc(F)ccc2OC1(O)C(=O)N1CCN(C(=O)c2ccco2)CC1 (stereo not given),nt,-3,14
CCOC(=O)C1=C(C)NC(=O)NC1c1cn(-c2ccccc2)nc1-c1cccs1 (stereo not given),-2,-4,-1
COc1ccc(Cl)cc1NC(=O)CCC1CCCN(c2ncccc2C(N)=O)C1 (stereo not given),nt,-6,18
CN(Cc1ccc(Cl)cc1Cl)C(=O)c1ccc2c(c1)S(=O)(=O)N=C1CCCCCN12,-7,-6,0

# Next part.
SMILES,mcGAS inh,hcGAS inh,NPYLR7 ag
CCN(Cc1cccs1)C(=O)CCc1nc2ccccc2c(=O)[nH]1,nt,-6,2
Cc1cn2c(nc3c2c(=O)n(Cc2ccc(Br)cc2)c(=O)n3C)o1,nt,-1,-5
COc1cc(NC(=O)CSc2ncnc3nc(N4CCCC(C)C4)sc23)cc(OC)c1OC (stereo not given),-1,-1,-4
Cc1ccc(-c2nnc(CN3CCC4(CC3)OCC(C)O4)o2)cc1 (stereo not given),nt,-5,0
CCCCCOc1ccc(CO[C@@H]2[C@H]3OC(C)(C)O[C@H]3O[C@@H]2C(O)CO)cc1 (stereo not given in full),-6,-4,0
COc1cc(OC)cc(N2C(=O)c3ccccc3NC23CCN(C(=O)NCc2ccco2)CC3)c1,nt,-11,0
CCn1nnc2c(=O)n(CC(=O)N3CCN(c4ccc(Cl)cc4)CC3)cnc21,nt,1,0
CCCS(=O)(=O)NCc1nnnn1-c1ccc(C)cc1,-8,-8,6
O=C(NCCc1ccccc1)c1cc(NC(=O)C(c2ccccc2)c2ccccc2)ccc1N1CCC(Cc2ccccc2)CC1,-6,-2,-1
Cc1nccn1CCN(C)c1nc(-c2ccc(Cl)cc2)nc2c1CNC2,nt,-2,22
CCn1c(SCC(=O)NCCSc2ccccc2)nc2ccccc2c1=O,nt,-6,12
Cc1cc(CSc2nc(C)c(C)c(C)c2C#N)no1,nt,-4,0
Cc1ccc(N2C(=O)C(c3c(C)[nH]n(-c4cccc(Cl)c4)c3=O)=C(N3CCC(C)CC3)C2=O)cc1,-5,-4,nt
COc1cc(C2c3cccn3CCN2C(=O)NC2CCCCC2)cc(OC)c1OC (stereo not given),nt,-4,7
Cc1ccccc1-c1cc(O)c2c(c1)CN(C(=O)C1CCCO1)CCO2 (stereo not given),nt,-3,9
CC(CCc1ccccc1)NC(=O)c1cccc(CSc2nc(Cl)cc(N3CCN(Cc4ccccc4)CC3)n2)c1 (stereo not given),-1,2,nt
COc1cccc(C2=NN(C(=O)CN3CCC(Cc4ccccc4)CC3)C(c3cc(C)ccc3C)C2)c1 (stereo not given),-5,-7,21
Cc1sc2nc(C(C)N3CC(C)CC(C)C3)[nH]c(=O)c2c1C (stereo not given),nt,-5,-1
CCN(CC)CCCC(C)NCc1ccccc1OC (stereo not given),nt,-7,1
COc1ccccc1OCC1c2ccsc2CCN1C(=O)CN(C(=O)c1ccccc1Cl)C1CC1 (stereo not given),0,3,-1
O=C(c1ccccc1NCc1cccs1)N1CC[C@@H](O)C1,-10,-2,-7
C=CCN(Cc1nc(-c2cc(OC)c3c(c2)OCO3)oc1C)C1CCS(=O)(=O)C1 (stereo not given),nt,-4,4
Cc1cc(C(=O)N(C)CCCN2c3ccccc3CCc3ccccc32)ccc1Br,-3,-5,-4
CC(C)Cc1nc2ccccc2n1Cc1ccccc1,-6,-5,2
CCOCCCN(CC(=O)N1CCc2sccc2C1c1ccccc1C)S(=O)(=O)c1cccc2cccnc12 (stereo not given),-4,-4,-7

# (further entries)
SMILES,mcGAS inh,hcGAS inh,NPYLR7 ag
CC(=O)N1CCC(N2CCN(c3nnc(C(F)(F)F)s3)CC2)CC1,-11,-3,7
Cc1ccc(Cl)c2sc(N(CCN3CCOCC3)C(=O)c3cccc([N+](=O)[O-])c3)nc12,nt,-11,11
CC(C)(C(=O)N1CCC1(C)C(=O)NS(=O)(=O)c1cccc(Cl)c1)c1ccccc1 (stereo not given),nt,-9,2
Cc1ccc(-n2cc(CN(C)CC3CCOCC3)c(-c3ccc(F)cc3)n2)cc1,3,-3,-21
FC(F)(F)Oc1cccc(-c2ccc3nnc(-c4ccncc4)n3c2)c1,-7,-3,4
CC1(C)O[C@@H]2C[C@@](OCc3ccc(F)cc3)(C(=O)NC3CC3)CC(OCc3cccc(OC(F)(F)F)c3)[C@@H]2O1 (stereo not given in full),-7,-6,25
Cc1cccc(C(=O)NCCn2ncccc2=O)c1,nt,-10,-1
CCC1=NN(C(=O)OC(C)(C)C)C(O)(c2ccncc2)C1 (stereo not given),nt,-11,14
CCN1[C@@H](c2ccc(Cl)cc2)[C@@H](CNC2CCN(C(C)C)CC2)C[C@@]1(C)CO,nt,-7,4
COC(=O)CCCCC(=O)N1CCN(CC(OCc2ccc(C#N)cc2)c2cccc(N3CCCC3)c2)CC1 (stereo not given),-5,-6,1
CN(Cc1cnn(-c2ccccc2)c1)C(=O)COc1ccc2ccccc2c1,nt,-10,15
CC(C)CN1CCC1(C)C(=O)Nc1ccc2scnc2c1 (stereo not given),-8,-18,4
CC(NC(=O)c1nn(CCO)c2c1CN(Cc1nccs1)CC2)c1ccccc1 (stereo not given),-9,-31,19
CS(=O)(=O)c1ccc(C(=O)N(Cc2ccccn2)c2nc3c(Cl)cccc3s2)cc1,-9,3,-1
O=C(O)CCN(CCc1ccccc1)c1nc(-c2ccc(Cl)cc2)nc2ccccc12,nt,2,-1
COC(=O)c1ccc(CN2CCN(C(=O)c3cn(C)cc4c(=O)n(-c5ccccc5)nc3-4)CC2)o1,-11,-6,-5
Cc1ccc(-n2c(-c3ccccc3F)n[nH]c2=S)cc1,nt,-5,14
COC(=O)C(CN)Cc1cccc(F)c1 (stereo not given),nt,-9,-4
COc1cccc(C(CN2CCN(C(=O)c3cc(C)n(C)n3)CC2)OCc2ccc(C#N)cc2)c1 (stereo not given),-8,-7,-2
COc1ccccc1CNC(=O)c1nn(-c2ccccc2C)c(=O)cc1OC,nt,-4,10
CCOC(C)c1nc(CN(C)Cc2ncnn2C)cs1 (stereo not given),nt,-5,3
Nc1cc(-c2cccc(C(F)(F)F)c2)nn1-c1ccc(C(=O)Nc2cccc(C(F)(F)F)c2)cc1,-3,-3,-8
CCOc1ccc(-c2ccc(OCCNS(=O)(=O)c3ccc(CC)cc3)nn2)cc1,-5,-8,-7
C=CCc1c(C)nc2c(-c3ccccc3)cnn2c1NCc1ccccn1,-8,-12,4
CCC1c2cccn2CCN1C(=O)c1ccc(CSc2ncn[nH]2)o1 (stereo not given),nt,-4,21

# Copied from the entries so far for reference:
SMILES,mcGAS inh,hcGAS inh,NPYLR7 ag
Cc1ccc(-n2cc(CN(C)CC3CCOCC3)c(-c3ccc(F)cc3)n2)cc1,3,-3,-21
FC(F)(F)Oc1cccc(-c2ccc3nnc(-c4ccncc4)n3c2)c1,-7,-3,4
CC1(C)O[C@@H]2C[C@@](OCc3ccc(F)cc3)(C(=O)NC3CC3)CC(OCc3cccc(OC(F)(F)F)c3)[C@@H]2O1 (stereo not given in full),-7,-6,25
Cc1cccc(C(=O)NCCn2ncccc2=O)c1,nt,-10,-1
CCC1=NN(C(=O)OC(C)(C)C)C(O)(c2ccncc2)C1 (stereo not given),nt,-11,14
CCN1[C@@H](c2ccc(Cl)cc2)[C@@H](CNC2CCN(C(C)C)CC2)C[C@@]1(C)CO,nt,-7,4
COC(=O)CCCCC(=O)N1CCN(CC(OCc2ccc(C#N)cc2)c2cccc(N3CCCC3)c2)CC1 (stereo not given),-5,-6,1
CN(Cc1cnn(-c2ccccc2)c1)C(=O)COc1ccc2ccccc2c1,nt,-10,15
CC(C)CN1CCC1(C)C(=O)Nc1ccc2scnc2c1 (stereo not given),-8,-18,4
CC(NC(=O)c1nn(CCO)c2c1CN(Cc1nccs1)CC2)c1ccccc1 (stereo not given),-9,-31,19
CS(=O)(=O)c1ccc(C(=O)N(Cc2ccccn2)c2nc3c(Cl)cccc3s2)cc1,-9,3,-1
O=C(O)CCN(CCc1ccccc1)c1nc(-c2ccc(Cl)cc2)nc2ccccc12,nt,2,-1
COC(=O)c1ccc(CN2CCN(C(=O)c3cn(C)cc4c(=O)n(-c5ccccc5)nc3-4)CC2)o1,-11,-6,-5
Cc1ccc(-n2c(-c3ccccc3F)n[nH]c2=S)cc1,nt,-5,14
COC(=O)C(CN)Cc1cccc(F)c1 (stereo not given),nt,-9,-4

# Other compounds:
SMILES,mcGAS inh,hcGAS inh,NPYLR7 ag
COc1ccc(-n2ncc(Oc3ccc(Cl)cc3)c(Nc3cccc(C(=O)NCCN4CCOCC4)c3)c2=O)cc1,-4,-1,3
Nc1nc(SCc2cccc([N+](=O)[O-])c2)[nH]c(=O)c1NC(=O)c1ccc(F)c(F)c1,-2,2,-1
CCC(C)C1NC2(CCN(C(=S)Nc3ccc(OC)cc3)CC2)N(CC2CC2)C1=O (stereo not given),-3,-1,nt
O=C(CN1C(=O)C2C3CC(C(Br)C3Br)C2C1=O)N1CCCCC1 (stereo not given),-5,-10,17
Cc1cc(C(=O)NC(C)(C)CC(C)(C)C)on1,nt,-5,7
Cc1nc2ncccn2c1C(=O)N1CCCN(CC2CC2)C(C(C)C)C1 (stereo not given),nt,-10,25
CC(C)N(Cc1cnn(C)c1)Cc1nc(-c2ccc(C(F)(F)F)cc2)no1,-4,-5&1,9&0
COc1cc(F)c(CSc2nc3cc(S(=O)(=O)N4CCCC(C)C4)ccc3n2CC2CCCO2)cc1OC (stereo not given),-2,-4,25
COCCNc1oc2c(c1-c1ccccc1[N+](=O)[O-])c(=O)oc1c(C)cccc12,-6,-1,-9
CCc1cc(CN(C)C(=O)CN2C(=O)c3ccccc3C2=O)on1,-12,-4,9
COc1ccc(CN(C)Cc2cccc3ncccc23)cc1Cn1cncn1,-6,-1,0
CCCCCCCCNC(=O)c1nnc2n(c1=O)CCN2c1ccc(OCC)cc1,1,7,7
COc1ccc(C(=O)N(CC(=O)Nc2nc(CC(=O)N[C@H]3CCCCNC3=O)cs2)CC(C)C)cc1,-3,0,13
CC(C)c1nn(CC(N)=O)c(=O)c2c1cnn2C(C)(C)C,nt,3,1
CC(C)c1cc(C(C)C)n(C2CCN(C(=O)C3CCOC3)CC2)n1 (stereo not given),-5,-14,10
COc1ccc(-c2cc(C(=O)Nc3ccc(OC)cc3OC)c3ccccc3n2)cc1,-6,-2,-18
C=CCN(Cc1nc2scc(-c3ccc(OC)c(OC)c3)c2c(=O)[nH]1)CC(O)CCC (stereo not given),-3,-5,9
O=C(Nc1cnc2n1CCCC2)c1ccccc1N1CCOCC1,nt,-7,1
COCCN(C)CCC(=O)N1CCCn2nc(C(O)C3CC3)cc2C1 (stereo not given),3,9,nt
CC(=O)c1cccc(NC2=NS(=O)(=O)c3ccccc32)c1,-3,-5,12
C=CCN(CC(=O)N(CCc1ccc(OC)c(OC)c1)Cc1ccc(C)o1)C(=O)c1ccc(Cl)cc1Cl,-4,-1,-4
Cn1c(=O)[nH]c(=O)c2c1nc1n(-c3ccc(S(N)(=O)=O)cc3)c(-c3ccccc3)cn21,-6,1,7
O=C1Nc2ccccc2C1=c1sc2n(c1=O)CN(c1ccccc1)CN=2,-4,1,0
CCC(NC(=O)c1cccs1)C1c2cc(OC)c(OC)cc2CCN1Cc1ccccc1 (stereo not given),-7,-4,6
CCSc1nnc2c(n1)OC(C)(C)Nc1ccc(Br)cc1-2,-5,-6,3
COC(=O)C1=C(C)N=c2sc(=Cc3ccc(C)o3)c(=O)n2C1c1ccc(OC(C)=O)cc1 (stereo not given),-3,7,4
Cc1nc(SC(C(=O)NC2CCCCC2C)C(C)C)oc1C (stereo not given),nt,-3,2
COc1cc(CNC(=O)c2ccc[nH]c2=S)c2ccccc2n1,nt,2,0
Cc1ccc(C(=O)NCCc2nnc3ccc(SCC(=O)NCc4ccc(F)cc4)nn23)cc1,-1,5,-10
